FBPA Giardia inh = blocks Giardia fructose-bisphosphate aldolase activity. A8B2U2. purified Giardia FBPA. Potency, µM (titrated, usually from 59.6 µM), for inactives: at the top dose activity, negative = inhibition, hits mostly inhibitors. hit rate 0.71% among 290,000; further: potency means the concentration at half of the fitted maximal effect; nearly all actives have a fitted effect of over 55% in size
Target sequence (A8B2U2 whole entry, looked up): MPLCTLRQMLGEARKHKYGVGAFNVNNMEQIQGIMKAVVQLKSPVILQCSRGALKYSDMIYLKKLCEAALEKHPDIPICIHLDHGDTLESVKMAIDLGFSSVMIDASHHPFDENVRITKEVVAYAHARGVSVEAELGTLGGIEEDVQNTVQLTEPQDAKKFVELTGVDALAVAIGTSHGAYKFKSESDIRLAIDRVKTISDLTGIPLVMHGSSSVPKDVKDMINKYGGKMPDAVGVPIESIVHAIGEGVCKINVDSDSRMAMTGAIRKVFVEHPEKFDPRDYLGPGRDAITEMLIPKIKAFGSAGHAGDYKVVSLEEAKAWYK
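Giardia FBPA (40 nM reagent) was preincubated 10 min at RT with compound (up to 57.5 uM final), then substrate plus GAPDH/TPI/NAD/arsenate coupling system with diaphorase/resazurin was added; resorufin fluorescence (525/598 nm) was read after 20 min.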
HCV inhibitor = inhibitors of hepatitis C virus infection; AID 651820; Potency, µM (top dose mostly 41.8 µM), inactives show at the highest dose activity change, negative = inhibition, usual class: inhibitors; Huh7.5.1 HCVcc-Cre infection, luciferase reporter, 44 h; hit rate 3.4% among 340,000; further: potency means the concentration at half of the fitted maximal effect
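Infectious HCVcc-Cre (~0.5 moi) was added to cells just after compound, with cells seeded 4 h earlier at 1,000 per well. Luciferase activity after 44 h culture reported infection; substrate was incubated 15 min at room temperature before reading.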
AmpC inh detg = inhibitors of E. coli AmpC beta-lactamase with detergent; P00811; AmpC hydrolysis of nitrocefin, absorbance 480 nm, 0.01% Triton; Potency, µM (doses to about 114 µM), without a hit: at the top dose activity change, negative = inhibition, actives largely listed as inhibitors; hit rate 0.041% among 370,000; AID 485294;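 further: potency means the concentration at half of the fitted maximal effect; 0% = no-compound wells and -100% = no-enzyme wells; nearly all actives have a fitted effect of over 25% in size; some results filed as inactive show a strong effect at the top dose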
Target sequence (P00811 whole entry, looked up): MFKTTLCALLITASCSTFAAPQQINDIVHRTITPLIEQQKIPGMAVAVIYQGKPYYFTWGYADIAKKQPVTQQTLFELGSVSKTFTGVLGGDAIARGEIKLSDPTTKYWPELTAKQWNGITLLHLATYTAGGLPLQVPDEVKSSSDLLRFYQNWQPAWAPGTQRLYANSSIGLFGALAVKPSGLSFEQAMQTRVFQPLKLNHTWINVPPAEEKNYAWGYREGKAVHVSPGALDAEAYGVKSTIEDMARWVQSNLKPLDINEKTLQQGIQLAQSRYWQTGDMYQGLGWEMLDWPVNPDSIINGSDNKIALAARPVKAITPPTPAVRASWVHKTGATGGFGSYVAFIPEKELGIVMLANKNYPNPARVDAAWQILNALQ
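20 mM phosphate pH 7.0 + 0.01% (detergent screen) or 0.0001% Triton X-100; 5.3 nM AmpC reagent; cpd preinc 15 min RT; nitrocefin (800 uM stock) to start; A480 q20 s × 4 min; Activity was normalised to no-enzyme and no-compound control wells.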
Sm TGR inh = blocks Schistosoma mansoni thioredoxin glutathione reductase | Q962Y6 | purified TGR, DTNB reduction, TNB absorbance 405 nm | Potency, µM (top dose mostly 114 µM), inactives show at the highest dose activity change, negative = inhibition, most hits filed as inhibitors | hit rate 3% among 360,000; further: potency means the concentration at half of the fitted maximal effect; nearly all actives have a fitted effect of over 60% in size
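Kinetic colorimetric format: TGR-catalysed, NADPH-driven DTNB reduction monitored via TNB absorbance. Enzyme dispensed at 20 nM; compound exposure 15 min at room temperature before reaction start.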
AmpC inh no detg = AmpC beta-lactamase inhibition without detergent; P00811; hit rate 0.52% among 330,000; AmpC nitrocefin hydrolysis, absorbance 480 nm, 0.0001% Triton; Potency, µM (top dose mostly 57.1 µM), for inactives: at the highest dose activity change, negative = inhibition, hits mostly inhibitors;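 further: potency means the concentration at half of the fitted maximal effect; plate controls were no compound for no effect and no enzyme for full effect; nearly all actives have a fitted effect of over 20% in size; some results filed as inactive show a strong effect at the top dose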
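20 mM phosphate pH 7.0 + 0.01% (detergent screen) or 0.0001% Triton X-100; 5.3 nM AmpC reagent; cpd preinc 15 min RT; nitrocefin (800 uM stock) to start; A480 q20 s × 4 min; Activity was normalised to no-enzyme and no-compound control wells.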
HCMV antiviral = human cytomegalovirus inhibition | HFF cells, HCMV-luciferase reporter, 72 h; hits give low values | activity change, negative = inhibition, % at 57.5 µM | hit rate 4.5% among 410,000 | AID 1259415; in the data active means activity change below about -60%; inconclusive means no clear call, values can overlap the other calls; inactive means above about -39%
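Screen run at 2 compound doses on HFFs infected with reporter HCMV, MOI 1 PFU/cell. Luciferase activity from cell lysates at 72 h post infection gave inhibition relative to buffer-only and Salinomycin wells.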
Active calls of the source: *; ? = inconclusive; . = no result given; & = joins results of further samples; ! = repeats disagree; [ ] = another dose, or the depositor's remark. Unless noted, the call rests on the fitted dose curve; in most records, active means well fitted curve in the direction sought with a large enough effect; inconclusive means small, poorly fitted or top-dose-only effect, or another doubt; inactive means no such curve, though single readings can be large; an effect the other way counts as inactive or inconclusive. Unless noted, on the % scale 0 is the no-effect control and ±100 the full control effect.

SMILES	FBPA Giardia inh	HCV inhibitor	AmpC inh detg	Sm TGR inh	AmpC inh no detg	HCMV antiviral
COc1cccc2cc3c(=O)oc4ccccc4c3nc12	3.1%	15.6%	?	4.7%	68.3%[activator]	-2.3
C#CCOCCOCCOCCNc1nc(N2CCN(C(=O)[C@H](CCCCN)n3cc([C@@H](N)CO)nn3)CC2)nc(N2CCN(C(=O)[C@H](Cc3cc4ccccc4[nH]3)n3cc([C@@H](N)Cc4ccc(O)cc4)nn3)CC2)n1	0.7%	.	6.4%	-19.8%	210.2%[activator]	.
N#CCCN(C(=O)COC(=O)CCc1nc2ccccc2c(=O)[nH]1)c1ccc(F)cc1	.	-13.9%	-3.4%	0.4%	0.9%	-1.3
O=C(Cn1cnc2ccccc21)N/N=C/c1cccs1	2.6%	24.0%	-9.9%	-17.2%	-28.2%	73.4
N#Cc1ccccc1Cn1c(=O)n(Cc2ccc(C(=O)NC3CCN(Cc4ccccc4)CC3)cc2)c(=O)c2ccccc21	.	.	10.7%	0.0%	.	-10.0
OC(COc1ccc(CN2CCCCO2)cc1)CN1CCCCC1 (configuration not stated)	6.2%	?	3.9%	0.0%	9.0%	-20.7
Cc1csc(NC(=O)CSc2nncs2)n1	.	0.6%	-12.0%	5.8%	-13.4%	0.6
CCc1cccc(CC)c1NC(=S)N1CC2CC(C1)c1cccc(=O)n1C2 (configuration not stated)	-3.0%	7.0%	0.1%	4.9%	-24.7%	-25.8
COc1ccccc1-c1coc2c(CN(C)C)c(O)ccc2c1=O	-22.2%	5.6%	?	?	14.4%	29.4
O=S(=O)(Cc1ccccc1)NCCc1cccc(Cl)c1	0.9%	2.5%	-2.9%	3.2%	-28.9%	-16.9
N#CCC(=O)Nc1ccc(C(=O)OCC(=O)c2ccc3c(c2)OCCO3)cc1	-0.7%	?	-6.3%	-3.8%	-55.8%	-32.9
CCOC(=O)CSc1nc2cc(C(=O)N3CCC(C(N)=O)CC3)ccc2c(=O)n1-c1ccccc1	33.1%	11.5%	11.5%	18.6%	99.0%[activator]	.
c1ccc(P(c2ccccn2)c2ccccn2)cc1	-5.0%	10.2%	-7.9%	12.0%	-24.5%	?
Cc1cccc(NS(=O)(=O)c2cccc(C(=O)NCCCN3CCCC3=O)c2)c1	.	-2.2%[8.37 µM]	?	-1.6%	-2.6%	-23.4
O=C/C=C/c1coc2ccc3ccccc3c2c1=O	0.5%	12.7%	-2.9%	0.0%	-2.7%	-2.8
Cc1ccc(C(=O)N2CC3(C(C)C)CN(C(=O)c4ccc(C)cc4)CC(C(C)C)(C2)C3=O)cc1	4.0%	-2.8%	-11.8%	-17.6%	-12.7%	-32.6
Cc1c(Cl)cccc1NC(=S)N(CCN(C)C)C(C)c1ccco1 (configuration not stated)	3.9%	?	5.5%	4.1%	0.7%	?
N#Cc1ccsc1NC(=O)C1CCN(S(=O)(=O)c2cccs2)CC1	.	-9.4%	-20.3%	3.4%	63.3%[activator]	-18.7
COc1ccc(C(=O)Nc2ccncc2)cc1OC	4.0%	-22.3%	?	-7.7%	-14.6%	-1.7
COc1ccc(C)cc1S(=O)(=O)N1CCN(C(=O)c2ncoc2-c2cccc(C)c2)CC1	7.6%	8.1%	-14.3%	-16.8%	101.8%[activator]	-6.8
COc1ccc(-c2nc(C(=O)Nc3cccc(C(C)=O)c3)nn2-c2ccccc2Cl)cc1	.	.	-3.0%	-21.8%	.	-3.4
N/C(Cn1cncn1)=N\NC(=O)C(=O)Nc1ccccc1	-25.6%	6.5%	2.9%	1.8%	-6.0%	-21.9
COC(=O)c1cc(S(=O)(=O)N2CCCCCC2)c[nH]1	-5.1%	7.9%	-7.7%	1.4%	-12.6%	.
COc1cccc(C(C)NC(=S)NCc2ccc(F)cc2)c1 (configuration not stated)	-1.8%	-24.6%	?	2.0%	-23.9%	-39.6

Reformatted with values under each structure: part of the list above.
Under each structure: FBPA Giardia inh | HCV inhibitor | AmpC inh detg | Sm TGR inh | AmpC inh no detg | HCMV antiviral
- Cc1ccc(C(=O)N2CC3(C(C)C)CN(C(=O)c4ccc(C)cc4)CC(C(C)C)(C2)C3=O)cc1
    4.0% | -2.8% | -11.8% | -17.6% | -12.7% | -32.6
- Cc1c(Cl)cccc1NC(=S)N(CCN(C)C)C(C)c1ccco1 (configuration not stated)
    3.9% | ? | 5.5% | 4.1% | 0.7% | ?
- N#Cc1ccsc1NC(=O)C1CCN(S(=O)(=O)c2cccs2)CC1
    . | -9.4% | -20.3% | 3.4% | 63.3%[activator] | -18.7
- COc1ccc(C(=O)Nc2ccncc2)cc1OC
    4.0% | -22.3% | ? | -7.7% | -14.6% | -1.7
- COc1ccc(C)cc1S(=O)(=O)N1CCN(C(=O)c2ncoc2-c2cccc(C)c2)CC1
    7.6% | 8.1% | -14.3% | -16.8% | 101.8%[activator] | -6.8

New compounds follow
SMILES	FBPA Giardia inh	HCV inhibitor	AmpC inh detg	Sm TGR inh	AmpC inh no detg	HCMV antiviral
Cc1nc2ccccn2c(=O)c1NC(=O)c1c(F)cccc1F	.	.	25.8%	2.6%	.	-14.4
CCOc1ccc(C(=O)OC2CCN(C)CC2)cc1	-12.3%	14.3%	-5.6%	2.4%	-4.2%	-1.8
CC12CCC(=O)N1C(C(=O)Nc1nc3c(F)cc(F)cc3s1)CS2 (configuration not stated)	.	-10.5%	4.5%	-6.0%	-21.8%	-33.5
c1coc(CNc2nc(-c3cccs3)cs2)c1	17.7%	-8.3%	1.2%	?	-39.5%	-7.6
CCOC(=O)C1(CCOC)CCN(Cc2nc(-c3cccs3)oc2C)CC1	-0.3%	-18.0%	-0.3%	-17.7%	35.3%	-26.4
O=C(O)c1c(CNCc2cccc(F)c2)c2ccccc2n1Cc1ccccc1	.	.	0.9%	-14.8%	.	8.6
Cc1ccccc1OCC(=O)N/N=C/c1ccc(N(C)C)cc1	0.8%	-3.2%	-7.7%	-1.7%	-24.6%	-9.3
Cc1ccc(-c2cc(=O)c3ccc(Cl)cc3[nH]2)cc1	5.7%[89.2 µM]	24.5%	7.8%	4.5%	-13.3%	0.9
Cc1nn(C(C)(C)C)c(NC(=O)c2ccc(Cl)cc2Cl)c1Br	-4.1%	-46.9%	-2.1%	9.4%	-8.2%	?
C/C=C(\C)C(=O)OC1CC(C)(C)C[C@H]2C3=CC[C@@H]4[C@@]5(C)CCC(O[C@@H]6O[C@@H](C(=O)O)[C@@H](O)C(O[C@@H]7OC[C@H](O)[C@@H](O)[C@@H]7O[C@@H]7OC(CO)C(O)[C@@H](O)[C@@H]7O)C6O[C@@H]6OC(CO)C(O)C(O)C6O)[C@@](C)(CO)[C@@H]5CC[C@]4(C)[C@]3(C)CC(O)[C@@]12CO (some centres not stated)	.	11.2µM*	.	.	269.3%[activator]	?
CCC(=O)Nc1cccc(NC(=O)c2ccccc2Cl)c1	-1.2%	-18.6%	?	-1.2%	-17.7%	?
COc1cc2c(cc1OC)C(C)N(C(=O)Nc1cc(C)cc(C)c1)CC2 (configuration not stated)	10.3%	-24.4%	-14.0%	5.8%	11.9%	-36.6
COC(=O)c1cc(O)c(O)c(O)c1	?	6.6%	-8.1%	-9.8%	-10.5%	7.8
CC1CCCC(NC(=O)Nc2cccs2)C1C (configuration not stated)	-2.8%	-5.4%	?	-27.8%	-38.1%	23.2
CCOCCCn1c(=N)c(S(=O)(=O)c2ccc(C)cc2)cc2c(=O)n3cccc(C)c3nc21	.	.	-7.8%	-0.5%	.	-19.0
COc1ccc(CNCc2cccc3ccccc23)cc1	-29.2%	1.2%	1.1%	-27.9%	-8.6%	34.7
Cc1cc(C)c2nc(-c3ccccn3)cc(C(=O)NCCc3ccc(S(N)(=O)=O)cc3)c2c1	17.7µM*	-22.9%	1.0%	5.5%	-30.4%	3.0
CS(=O)(=O)N(CC(=O)NCCSc1ccccn1)c1cccc2ccccc12	6.1%	17.7%	-9.7%	-19.8%	-4.9%	-34.0
Cc1nn(-c2ccc(F)cc2)c(-n2cccc2)c1C(=O)NCCc1ccc(Cl)cc1	.	.	-6.9%	1.8%	.	?
Cc1ccc(Cl)cc1C1=CC(=O)C[C@H](c2ccc(F)cc2)C1	.	16.9%	3.7%	2.9%	-1.5%	26.7
CC(O)(CS(=O)(=O)Cc1ccccc1)c1ccc(Cl)cc1 (configuration not stated)	11.5%	9.1%	5.1%	-1.7%	-26.9%	-6.2
Cn1c(=O)cc(SCC(=O)NCCN2CCN(c3ccccc3F)CC2)c2cc(Cl)ccc21	-11.0%	?	-6.8%	11.4%	159.9%[activator]	25.6
CCN(CC)c1ccc(NC(=O)C2CCN(S(=O)(=O)c3c(C)noc3/C=C/c3ccccc3F)CC2)c(C)c1	.	.	-4.2%	-5.5%	.	-4.5
CCN1C(=O)[C@@H]2C(C(=O)c3cnccn3)=NN[C@@H]2C1=O	-21.0%	-5.3%	-0.7%	-2.9%	-13.2%	13.0
Clc1ccccc1CNc1nc2ccccc2c2nc(-c3cccnc3)nn12	.	.	4.3%	0.5%	.	0.2
CCOC(=O)c1c(C)n(OCc2ccccc2)c2ccc3c(no[n+]3[O-])c12	3.9%	7.08µM*	2.5%	-0.5%	-15.9%	-31.0
O=C(COC(=O)c1ccc2ncsc2c1)Nc1ccc(Cl)cc1	.	7.4%	3.5%	-11.3%	-24.0%	1.4
C=CCNC(=O)/C(C#N)=C/c1cc(Br)ccc1OC	0.6%	?	-7.0%	-0.5%	-7.6%	7.9
Cc1ccc(S(=O)(=O)NN2C(=O)c3ccccc3NC2c2ccco2)cc1 (configuration not stated)	-4.7%	11.2%	2.4%	?	-25.5%	-12.2
COc1ccc(CCNC(=O)CC2Nc3ccccc3NC2=O)cc1 (configuration not stated)	-16.4%	-7.5%	-7.2%	0.0%[11.4 µM]	-27.4%	27.0
COCCN(Cc1ccco1)C(=O)c1cc2c(=O)[nH]c3ccc(C)cc3c2s1	.	.	2.4%	-18.5%	.	-17.1
O=C(NNc1ccc([N+](=O)[O-])cc1)c1ccccc1Cl	-5.4%	6.7%	6.1%	?	-17.2%	-86.3*
Nc1c(C(=O)NCc2ccco2)c2nc3ccccc3nc2n1CCN1CCCCC1	-5.8%	?	4.1%	-17.5%	180.8%[activator]	-68.0*
CCSc1nnnn1-c1ccccc1	-1.6%	7.4%	1.7%	0.0%	-3.9%	7.7
CCOc1ccccc1NC(=O)CN1C(=O)C(=O)N(Cc2ccco2)C1=O	-0.3%	27.0%	-14.0%	-16.8%	-35.8%	2.5
Cc1ccccc1C(=O)NCC(=O)NNC(=O)c1cccc(Cl)c1	.	7.5%	-1.5%	-5.6%	-21.5%	-15.6
CCCN(CCC)CCCNC(=O)Cn1cnc2sc(C)c(S(=O)(=O)N3CCCCC3)c2c1=O	7.6%	11.8%	?	-9.5%&-21.7%	-20.5%	-70.6*!
CSc1nc2sccc2c(=O)[nH]1	-13.0%	11.6%	-7.5%	-0.5%	-15.0%	-16.0
Cc1cc(C)c2c(n1)nn1c(NCCCN(C)C)cc(C)nc21	-0.7%	22.4µM*	-12.2%	?	-11.2%	95.3
COc1ccc(N(CC(=O)N2CCCCC2)S(=O)(=O)c2c(C)nn(C)c2C)cc1	9.8%	13.4%	-7.5%	1.4%	59.9%	-13.6

Screening data as filed in PubChem.
